# APE1 inh = APE1 (human) endonuclease inhibition | P27695 | recombinant APE1, TAMRA/BHQ-2 abasic DNA cleavage fluorescence | Potency, µM (highest dose often 65.8 µM), without a hit: at the highest dose activity change, negative = inhibition, hits mostly inhibitors | 0.35% of 350,000 active | AID 2517;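 note: potency is the fitted concentration of half-maximal effect; plate controls were vehicle for no effect and reference inhibitor for full effect; nearly all actives have a fitted effect of over 55% in size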
# Target sequence (P27695 whole entry, looked up): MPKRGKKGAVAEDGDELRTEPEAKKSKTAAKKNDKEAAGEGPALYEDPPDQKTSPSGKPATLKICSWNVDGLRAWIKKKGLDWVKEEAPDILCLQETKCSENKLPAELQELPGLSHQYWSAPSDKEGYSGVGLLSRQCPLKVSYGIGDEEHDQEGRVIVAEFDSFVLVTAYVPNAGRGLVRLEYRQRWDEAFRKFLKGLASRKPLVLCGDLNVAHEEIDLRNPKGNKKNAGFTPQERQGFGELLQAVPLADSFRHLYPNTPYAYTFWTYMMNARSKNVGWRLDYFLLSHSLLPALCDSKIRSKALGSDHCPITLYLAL
#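 APE1 at 0.75 nM preincubated 15 min at room temperature with compound. Reaction then started with 50 nM double-stranded THF-abasic substrate labelled with TAMRA/BHQ-2, and 525/598 nm fluorescence read kinetically. Activity taken as third-minus-first read difference, normalized to DMSO and NSC13755 controls.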
# ERG Ets-DNA blk = inhibitors of human ERG Ets domain-DNA interaction; Potency, µM (series often up to 76.9 µM), for the others: top-dose FP activity, negative = inhibition, hits mostly inhibitors; P11308; 0.028% of 370,000 active; fluorescence polarization, His-ERG Ets domain / labelled DNA; AID 624246; active = well fitted inhibition curve with a large enough effect in the polarisation, with a control signal flat; inconclusive = small, poorly fitted or top-dose-only effect, or effect the other way, or a change in a side signal; inactive = no such curve, though single readings can be large or run the other way; the % refers to the polarisation;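 note: polarization taken with two DNA probes labelled with fluorescein and Texas red; potency is the fitted concentration of half-maximal effect; % of control where 0% means no effect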
#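 His-tagged ERG Ets domain (1 uM in the protein solution; 300mM KCl, 50mM Tris-HCl, 1mM EDTA, 1mM DTT, pH 7.5) received compound, then a probe mix of 5 nM fluorescein-DNA and 100nM Texas-615-DNA. Fluorescence polarization was read for both dyes.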
# Anesthetic bind = binds horse apoferritin like a general anesthetic; P02791; apoferritin/1-aminoanthracene competitive binding, fluorescence; AID 485281; 0.074% of 350,000 active; Potency, µM (titrated, usually from 77.5 µM), inactives show at the highest dose activity change, negative = displacement, usual class: inhibitors; note: potency is the fitted concentration of half-maximal effect; % is set by controls: 0 for no effect and ±100 for the full control effect; nearly all actives have a fitted effect of over 20% in size
#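 Steps: apoferritin (10 uM) was premixed with half-saturated 1-AMA in PBS, compounds were pin-transferred, plates stood 10 min at room temperature, fluorescence was read at 380/535 nm, and curves were fitted with a Hill equation.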
# POLI inh = inhibitors of human DNA polymerase iota. Q9UNA4. Pol iota fluorescent replication assay, 10 min. Potency, µM (series often up to 115 µM), without a hit: at the highest dose activity, negative = inhibition, actives largely listed as inhibitors. 1% of 390,000 active. AID 588590; note: potency is the fitted concentration of half-maximal effect
#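 Pol iota at 10 nM preincubated 15 min with compounds at room temperature; reaction started with fluorescent substrate, 50 nM final. Fluorescence read kinetically at 0 and 10 min; buffer-only wells as negative control.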
# TRHR ag = agonists of human TRH receptor. TRHR cells, calcium flux fluo-8, FDSS agonist mode. AID 493084. activation, % at 2 µM. 0.18% of 360,000 active; in the data active = activation above about 30%; note: 0% is about no effect
#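 Steps: seed TRHR cells overnight; add fluo-8 no-wash Ca dye, RT 30 min–1.5 h; record 10 s baseline; pin-transfer compounds; monitor fluorescence 1 cycle/s for the agonist window. Calcium increases flag candidate agonists.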
# ALOX12 inh = ALOX12 (human) lipoxygenase inhibition | P18054 | purified 12hLO, xylenol orange hydroperoxide absorbance | Potency, µM (highest dose often 108 µM), without a hit: at the top dose activity change, negative = inhibition, actives largely listed as inhibitors | 1.1% of 580,000 active; note: potency is the fitted concentration of half-maximal effect; % is set by controls: 0 for no effect and ±100 for the full control effect
# Target sequence (P18054 whole entry, looked up): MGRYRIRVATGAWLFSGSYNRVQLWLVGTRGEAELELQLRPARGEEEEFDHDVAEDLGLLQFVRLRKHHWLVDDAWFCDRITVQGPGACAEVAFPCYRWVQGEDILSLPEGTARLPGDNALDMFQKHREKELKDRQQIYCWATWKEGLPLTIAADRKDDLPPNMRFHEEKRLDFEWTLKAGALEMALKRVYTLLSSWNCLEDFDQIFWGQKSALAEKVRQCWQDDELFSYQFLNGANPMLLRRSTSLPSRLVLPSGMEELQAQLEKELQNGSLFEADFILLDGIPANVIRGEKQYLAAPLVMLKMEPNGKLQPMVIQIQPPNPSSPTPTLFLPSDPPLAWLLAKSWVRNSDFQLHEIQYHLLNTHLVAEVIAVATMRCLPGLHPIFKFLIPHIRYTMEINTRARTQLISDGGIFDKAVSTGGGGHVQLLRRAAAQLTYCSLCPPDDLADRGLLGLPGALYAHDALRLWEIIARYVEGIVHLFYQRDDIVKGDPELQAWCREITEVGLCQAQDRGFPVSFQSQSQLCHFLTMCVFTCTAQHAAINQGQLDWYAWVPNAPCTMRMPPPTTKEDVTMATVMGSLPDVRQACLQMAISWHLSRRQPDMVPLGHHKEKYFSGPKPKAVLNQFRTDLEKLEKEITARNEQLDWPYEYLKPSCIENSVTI
#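 Hydroperoxide product was detected by ferrous iron/xylenol orange as the 573 to 405 nm absorbance ratio. Arachidonic acid at 40 uM (final) was turned over for 30 min at room temperature by 150 nM human 12hLO, pH 7.0 Hepes buffer, after 15 min compound preincubation.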
# Pol kappa inh = inhibitors of human DNA polymerase kappa; Potency, µM (highest dose often 107 µM), for inactives: at the highest dose activity, negative = inhibition, usual class: inhibitors; purified Pol kappa, fluorescent DNA synthesis assay, 10 min; 0.53% of 400,000 active; note: potency is the fitted concentration of half-maximal effect; % is set by controls: 0 for no effect and ±100 for the full control effect
#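 Here, compound and 10 nM enzyme are combined for 15 min at room temperature; adding 50 nM substrate (final) starts DNA synthesis, tracked by fluorescence at 0 and 10 min against buffer-only wells.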
# BLM helicase inh = blocks DNA unwinding by human BLM helicase; recombinant BLM DNA unwinding, fluorescence dequenching; P54132; AID 2528; Potency, µM (top dose mostly 56.1 µM), for inactives: top-dose activity change, negative = inhibition, usual class: inhibitors; 0.2% of 350,000 active;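 note: potency is the fitted concentration of half-maximal effect; plate controls were vehicle for no effect and no enzyme for full effect; nearly all actives have a fitted effect of over 35% in size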
# POLB inh = blocks human DNA polymerase beta activity. Pol beta primer extension/strand displacement, fluorescence kinetic. Potency, µM (doses to about 114 µM), inactives show at the top dose activity change, negative = inhibition, usual class: inhibitors. 1.3% of 340,000 active. AID 485314; note: potency is the fitted concentration of half-maximal effect; % is set by controls: 0 for no effect and ±100 for the full control effect
#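 Pol beta (10 nM) was preincubated with compound for 15 min at room temperature. The reaction was then started with 50 nM substrate and read immediately and after a further 10 min at room temperature.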
# Numbers without * were called inactive; ? = inconclusive; nt = no result given; & = joins results of further samples; [ ] = dose if it differs, or a comment. Unless noted, calls come from the whole dose curve; as a rule, active = well fitted curve in the direction sought with a large enough effect; inconclusive = small, poorly fitted or top-dose-only effect, or another doubt; inactive = no such curve, though single readings can be large; an effect the other way counts as inactive or inconclusive. Only part of the results is shown; the hit share may differ from the screen's.
SMILES,APE1 inh,ERG Ets-DNA blk,Anesthetic bind,POLI inh,TRHR ag,ALOX12 inh,Pol kappa inh,BLM helicase inh,POLB inh
Oc1ccc(/C=N/Nc2nc(-c3ccc(Cl)cc3)cc(C(F)(F)F)n2)cc1,-3%,-11%,-24%,3%,-0.8,-28%,-19%,-10%,0%
CCC(C)Sc1nc(O)c(Cc2ccccc2)c(=O)[nH]1 (stereo not drawn),?,-3%,-6%,9%,-0.3,0%,-3%,-3%,-2%
CC(=O)n1cc([C@@H]2C=C(C(=O)NCc3ccccc3)O[C@H](OCCCCO)C2)c2ccccc21,-1%,3%,-21%,-6%,0.3,319%[activator],-14%,-8%,-14%
Cc1ccc(C)c(NC(=O)Nc2ccc3c(c2)OCO3)c1,-2%,-4%,0%,34%[activator],4.6,-3%,-7%,-7%,-1%
O=C(CC(c1ccccc1)c1cc(Br)ccc1O)NCCN1CCOCC1 (stereo not drawn),1%,0%,-18%,18%,0.0,-30%,1%,-13%,11%
CCN(C(=O)COC(=O)CCC(=O)c1ccc(C)cc1)c1c(N)n(Cc2ccccc2)c(=O)[nH]c1=O,nt,-13%,nt,25%,nt,-10%,0%,nt,nt
C[C@H]1CCC[C@]2(C)C[C@H]3OC(=O)C(CN4CCCCCC4)[C@H]3C=C12 (stereo partly drawn),4%,23%,?,8%,0.0,13%,-7%,-2%,?
N#Cc1cc2c(nc1SCC(=O)N1CCCCC1)CCCC2,2%,-2%,-4%,3%,-0.4,0%&15%,-10%,1%,10%
CCOc1ccc(CCNC(=O)c2ccc(-n3c(C)cc4c3CCCC4)cc2)cc1OCC,nt,3%,-11%,8%,-0.1,30%[activator],-1%,-5%,1%
CCN(CC)c1ccc(C2C3CCCCC3(O)CCN2CC(=O)Nc2ccccc2)cc1 (stereo not drawn),-8%,-6%,?,10%,-0.9,-22%,-2%,0%,-17%
CCOC(=O)C1(Cc2cccc(OC)c2)CCN(Cc2ccccc2)CC1,-4%,5%,-11%,52%[activator],-0.7,3%,2%,2%,0%
Cc1cccc2c3nc4ccccc4nc3n(C)c12,5%,-2%,-14%,127%[activator],2.6,149%,-5%,-3%,-10%
O=c1cc(-c2ccccc2)cc(-c2ccccc2)n1CCO,1%,7%,nt,36%[activator],-0.1,?,2%,nt,nt
CSc1nc2ccc(NC(=O)C3=NN(c4ccccc4)C(=O)CC3)cc2s1,0%,13%,-7%,68%[activator],-0.7,-14%,-7%,-6%,?
O=C(c1cc2ccccc2o1)N(Cc1nnc(-c2ccccc2Cl)o1)C1CC1,-3%,-5%,nt,21%,0.4,-17%,-5%,nt,nt

# Profiles, looked up by structure.
# N#Cc1cc2c(nc1SCC(=O)N1CCCCC1)CCCC2 as listed: APE1 inh: 2%; ERG Ets-DNA blk: -2%; Anesthetic bind: -4%; POLI inh: 3%; TRHR ag: -0.4; ALOX12 inh: 0%&15%; Pol kappa inh: -10%; BLM helicase inh: 1%; POLB inh: 10%
# Cc1cccc2c3nc4ccccc4nc3n(C)c12 as listed: APE1 inh: 5%; ERG Ets-DNA blk: -2%; Anesthetic bind: -14%; POLI inh: 127%[activator]; TRHR ag: 2.6; ALOX12 inh: 149%; Pol kappa inh: -5%; BLM helicase inh: -3%; POLB inh: -10%

# Continuation.
SMILES,APE1 inh,ERG Ets-DNA blk,Anesthetic bind,POLI inh,TRHR ag,ALOX12 inh,Pol kappa inh,BLM helicase inh,POLB inh
Cc1ccc(CNC(=O)C2CCN(S(=O)(=O)N3CCC(C)CC3)CC2)cc1,nt,-8%,2%,-3%,-1.2,-26%&-10%,-1%[60.1 µM],-7%,59%
CC(=O)c1nn(-c2ccc(OC(F)(F)F)cc2)nc1Nc1ccc(Cl)cc1,nt,-5%,4%,9%,4.0,-22%,-1%,1%,40%
O=C1CS/C(=N\N=C\c2ccccc2Cl)N1CC1CC1,-5%,-10%,-1%,?,0.4,0%,-7%,-4%,?
O=C(Cn1nc(-c2cccs2)ccc1=O)Nc1ccc(Br)cc1,60%[activator],0%,?,22%,0.0,-11%,-7%,-9%,-10%
CC(=O)N1c2ccc(S(=O)(=O)NCC3CCC(C(=O)N4CCCCC4)CC3)cc2CC1C (stereo not drawn),16%,12%,-13%,0%,0.0,6%,-2%,-1%,11%
CCOC(=O)c1c(C)[nH]c(C)c1S(=O)(=O)N1CCC(C(=O)NCc2ccc(C)cc2)CC1,nt,4%,-9%,32%[activator],0.0,-38%,-1%,-2%,2%
CCOC(=O)N1CCC(N(CCOC)C(=O)Nc2ccc(C)c(C)c2)CC1,-4%,7%,-13%,31%[activator],-0.3,17%,2%,0%,27%
COc1ccc(S(=O)(=O)N(CC(=O)N2CCOCC2)c2cc(Cl)ccc2OC)cc1OC,-9%,-7%,-10%,-16%,1.8,5%,10%,0%,?
COc1ccccc1N1CCN(C(=O)CCCn2c(=O)[nH]c3ccsc3c2=O)CC1,-4%,-3%,-1%,-1%,0.0,-6%,-6%,3%,-8%
Cc1c(S(=O)(=O)c2ccccn2)c(N)n(Cc2ccccc2)c1C,-2%,-11%,-1%,82%[activator],0.6,0%,-25%,1%,?
O=C(O)CN1C(=O)/C(=C\c2cc(Br)ccc2OCc2ccc(Cl)cc2Cl)SC1=S,?,-1%,-6%,?,2.6,nt,11%,-29%,22µM*
COc1ccc(CCNC(=O)c2ccc(CNS(=O)(=O)c3ccc(C(C)(C)C)cc3)cc2)cc1OC,23%,-5%,1%,14%,1.2,15%,-14%,-1%,55%
COc1ccccc1C(=O)NC(=S)Nc1ccc(N2CCN(C(=O)c3ccco3)CC2)cc1,-7%,7%,-9%,30%,0.5,?,6%,-3%,11%
CC(NCc1ccc(OCC(N)=O)cc1)C12CC3CC(CC(C3)C1)C2 (stereo not drawn),14%,5%,1%,5%,0.6,18%,-13%,1%,-12%
O=C(C/C=N/OCc1c(Cl)cccc1Cl)c1cnc(-c2ccccc2)s1,11%,-9%,-7%,46%[activator],0.3,-6%,-12%,-8%,12%

# 3 of the entries above in order of the Pol kappa inh value, largest number first.
SMILES,ERG Ets-DNA blk,Anesthetic bind,POLI inh,ALOX12 inh,Pol kappa inh,BLM helicase inh,POLB inh
COc1ccccc1C(=O)NC(=S)Nc1ccc(N2CCN(C(=O)c3ccco3)CC2)cc1,7%,-9%,30%,?,6%,-3%,11%
CC(=O)c1nn(-c2ccc(OC(F)(F)F)cc2)nc1Nc1ccc(Cl)cc1,-5%,4%,9%,-22%,-1%,1%,40%
Cc1c(S(=O)(=O)c2ccccn2)c(N)n(Cc2ccccc2)c1C,-11%,-1%,82%[activator],0%,-25%,1%,?

# Structural class: those above with a thiophene ring, fused or not (2)
SMILES,APE1 inh,ERG Ets-DNA blk,Anesthetic bind,POLI inh,TRHR ag,ALOX12 inh,Pol kappa inh,BLM helicase inh,POLB inh
O=C(Cn1nc(-c2cccs2)ccc1=O)Nc1ccc(Br)cc1,60%[activator],0%,?,22%,0.0,-11%,-7%,-9%,-10%
COc1ccccc1N1CCN(C(=O)CCCn2c(=O)[nH]c3ccsc3c2=O)CC1,-4%,-3%,-1%,-1%,0.0,-6%,-6%,3%,-8%

# Following part.
SMILES,APE1 inh,ERG Ets-DNA blk,Anesthetic bind,POLI inh,TRHR ag,ALOX12 inh,Pol kappa inh,BLM helicase inh,POLB inh
N[C@@H](Cc1ccccc1)C(=O)N1CCC(C(=O)NCC(=O)Nc2ccc(F)cc2)CC1,86%[activator],1%,-17%,98%[activator],0.0,-6%,2%,-1%,57%
C/C(Cc1ccccc1)=N\NC(=O)CNC(=O)c1ccc(C(C)(C)C)cc1,-1%,3%,-7%,74%[activator],0.8,5%,-5%,1%,-11%
Cc1ccccc1C(=O)N1CCC(C(=O)NC2CCCCC2)CC1,-5%,-13%,6%,-13%,-0.1,0%,-5%,2%,21%
Nc1nc(-c2ccc3c(c2)CCCC3)cs1,-8%,-7%,?,6%,-1.1,4%,-17%,-14%,23%
CC(=O)c1ccc(OCc2cccc(C(F)(F)F)c2)cc1O,-3%,8%,?,42%[activator],1.9,?,-2%,-11%,-10%
O=C(CCC(=O)N1CCOc2ccc(Cl)cc21)NCCCN1CCN(c2ccccc2F)CC1,-11%,8%,?,18%,0.1,10%,7%,2%,-19%
O=C(NC1CCCCC1)c1cccnc1C(=O)O,-1%,-4%,-4%,-21%,0.0,28%,-8%,-17%,-1%
COc1ccccc1CNC(=O)CSc1nc(-c2ccc(OC)c(OC)c2)cc(C(F)(F)F)n1,nt,-2%,-1%,25%,-1.0,-22%,-19%,4%,-12%
Cc1nn(Cc2ccccc2Cl)c(C)c1NC(=O)c1nc2ncccn2n1,17%,9%,5%,-3%,0.7,?,-9%,4%,6%
Cc1ccc(CN(C)CC(=O)Nc2cccc([N+](=O)[O-])c2)o1,-12%,-15%,-19%,16%,-0.6,-4%,-6%,-5%,-24%
